# Bioassay records: PubChem BioAssay, National Center for Advancing Translational Sciences (NCATS)
# LmPK inh = inhibitors of Leishmania mexicana pyruvate kinase | purified LmPK, Kinase-Glo ATP luminescence, 1 h | Potency, µM (highest dose often 57.5 µM), for inactives: at the top dose activity change, negative = inhibition, actives largely listed as inhibitors | 290,000 tested, 0.37% active | AID 1721; note: potency is the fitted concentration of half-maximal effect; % is set by controls: 0 for no effect and ±100 for the full control effect
# Target sequence (Q27686 whole entry, looked up): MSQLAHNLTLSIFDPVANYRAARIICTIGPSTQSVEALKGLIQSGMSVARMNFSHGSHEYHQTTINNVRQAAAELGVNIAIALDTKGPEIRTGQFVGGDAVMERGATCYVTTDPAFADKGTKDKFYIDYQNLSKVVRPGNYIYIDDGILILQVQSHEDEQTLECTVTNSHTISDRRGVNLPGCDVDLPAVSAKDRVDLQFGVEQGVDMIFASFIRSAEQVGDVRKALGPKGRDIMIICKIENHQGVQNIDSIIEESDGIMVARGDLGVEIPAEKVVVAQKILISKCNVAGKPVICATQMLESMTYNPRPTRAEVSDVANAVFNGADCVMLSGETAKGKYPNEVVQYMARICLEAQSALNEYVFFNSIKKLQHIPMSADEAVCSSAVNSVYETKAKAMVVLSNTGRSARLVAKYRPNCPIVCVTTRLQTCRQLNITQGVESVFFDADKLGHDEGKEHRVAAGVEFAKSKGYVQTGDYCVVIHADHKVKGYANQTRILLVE
#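 0.1 nM LmPK, 0.5 mM PEP, 0.1 mM ADP; 50 mM imidazole pH 7.2, 7 mM MgCl2, 50 mM KCl; 1 h RT. Kinase-Glo luminescence readout, normalized to no-enzyme (full inhibition) and uninhibited wells.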
# Cycloheximide cs = affects cycloheximide protein synthesis inhibition readout, counter-screen. cell reporter, cycloheximide protein synthesis inhibition counterscreen. max response, %. 300,000 tested, 12% active. AID 2314; in the data active = max response mostly above about 13%, no sharp cut-off; inactive = mostly below about 14%; note: read at 38.3 µM for the half of the compounds with a filed dose; 0% is about no effect
# Tb PYK inh = inhibitors of Trypanosoma brucei pyruvate kinase; TbPYK enzyme, Kinase-Glo Plus ATP luminescence, 45 min; Q57TT1; 410,000 tested, 0.12% active; Potency, µM (titrated, usually from 76.8 µM), for the others: at the top dose activity, negative = inhibition, usual class: inhibitors; AID 624173; note: potency is the fitted concentration of half-maximal effect; % is set by controls: 0 for no effect and ±100 for the full control effect; nearly all actives have a fitted effect of over 50% in size
#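 Glycolytic pyruvate kinase of T. brucei was incubated with substrate, test compound and 130 uM ADP for 45 minutes at room temperature. Luminescent Kinase-Glo Plus signal was measured after 10 minutes.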
# Pf growth 96h = inhibits malaria parasite growth, 96 h; AID 504834; P. falciparum luciferase reporter growth, 96 h; Potency, µM (highest dose often 28.7 µM), without a hit: at the highest dose activity change, negative = inhibition, hits mostly inhibitors; 320,000 tested, 6.9% active; note: potency is the fitted concentration of half-maximal effect; % is set by controls: 0 for no effect and ±100 for the full control effect
#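 Two parasite generations (96 h, 37 C, 5% CO2) of compound exposure in infected erythrocytes (0.05% parasitemia, 2% hematocrit). Luciferase-reporter P. falciparum; decreased luminescence indicates inhibited growth, aimed at apicoplast-acting delayed death.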
# HCV inh = HCV inhibition | Huh7.5.1 HCVcc-Cre infection, luciferase reporter, 44 h | Potency, µM (series often up to 41.8 µM), for inactives: top-dose activity change, negative = inhibition, usual class: inhibitors | 340,000 tested, 3.4% active | AID 651820; note: potency is the fitted concentration of half-maximal effect; % is set by controls: 0 for no effect and ±100 for the full control effect
#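 HCVcc-Cre virus at an moi near 0.5 was added right after compound to cells cultured 4 h from seeding (1,000 cells/well). Luciferase activity was determined 44 h later, 15 min after substrate addition at RT.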
# Pf growth 48h = inhibits P. falciparum growth in the first generation, 48 h; P. falciparum luciferase growth in erythrocytes, 48 h; Potency, µM (titrated, usually from 28.7 µM), without a hit: at the top dose activity change, negative = inhibition, hits mostly inhibitors; 310,000 tested, 5.9% active; AID 504832; note: potency is the fitted concentration of half-maximal effect; % is set by controls: 0 for no effect and ±100 for the full control effect
#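 Here the parasites carry a stable luciferase gene and grow inside erythrocytes in Albumax-based RPMI medium with compound for one erythrocytic cycle. Activity is scored as loss of luminescent signal.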
# Shiga toxin inh = inhibitors of Shiga toxin in Vero cells; Vero cells, Shiga toxin protein synthesis inhibition reporter; inhibition, % at 38.7 µM; 290,000 tested, 9.2% active; in the data active = inhibition mostly above about 28%, no sharp cut-off; inactive = mostly below about 43%; note: 0% is about no effect
# The depositor's hits bear a star; i = inactive; ? = inconclusive; · = no result given; & = joins results of further samples; ! = not confirmed by another sample; [ ] = remark or other dose. Unless noted, calls come from the whole dose curve; as a rule, active = well fitted curve in the direction sought with a large enough effect; inconclusive = small, poorly fitted or top-dose-only effect, or another doubt; inactive = no such curve, though single readings can be large; an effect the other way counts as inactive or inconclusive. Hits appear at their usual frequency; 24% or so of the library scored in one or more.
SMILES,LmPK inh,Cycloheximide cs,Tb PYK inh,Pf growth 96h,HCV inh,Pf growth 48h,Shiga toxin inh
CCOc1ccc(/C=N/n2cc(-c3ccccc3)[nH]c2=S)cc1,-6.6%,18.6*,-35.0%,?,?,?,28.5
CCOc1ccc(NC(=O)c2cccc(OC(=S)N3CCOCC3)c2)cc1,1.5%,11.3*,2.5%,2.0%,-6.6%,?,4.5
Cc1ccc(NC(=O)CCNS(=O)(=O)c2ccc3c(c2)oc(=O)n3C)cc1C,-3.2%,-4.8,9.9%,14.7%,13.9%,-11.1%,-13.0
COc1ccc(C(=O)COc2ccccc2C(N)=O)cc1,-0.3%,2.6,0.9%,32.7%[activator],-16.3%,8.0%,18.7
Cc1ccc(S(=O)(=O)CC(=O)NC(C)c2ccccc2)cc1 (configuration not stated),-8.2%,-0.9,-1.5%,-14.0%,11.6%,21.6%,-1.4
COc1ccc(NC(=O)CSC2=C(C#N)C(c3ccco3)C3=C(CCCC3=O)N2)c(OC)c1 (configuration not stated),6.2%,14.2,0.0%,·,?,·,-12.7
CCCCC1S/C(=N/N=C/c2cccs2)NC1=O (configuration not stated),-1.2%,-2.8,-1.5%,?,4.9%,?,8.0
Cc1ccc(S(=O)(=O)N2CCCCC2)cc1C(=O)Nc1ncn[nH]1,1.8%,-4.9,·,-7.7%,·,-9.7%,27.9
COC(=O)c1ccc(CNC(=O)CNC(=O)c2sc3ccccc3c2Cl)cc1,·,·,3.8%,7.1%,27.3%,?,·
Cc1csc(N(C(=O)c2cccc(S(=O)(=O)N3CCCC3)c2)c2ccccc2)n1,1.2%,13.0,-0.5%,?,-44.0%,·,43.2
CCOc1cccc(-c2c(C(=O)N/N=C/c3ccco3)nnn2-c2nonc2N)c1,-4.7%,-10.6,1.1%,?,-0.8%,2.8%,-2.1
COc1ccc(OC)c(NC(=O)c2cc3sccc3n2C)c1,3.3%,5.6,-14.4%,2.5%,?,27.0%,29.1
CC(C)Sc1nsc2nc(=O)c(/C=C3\C=Nc4ccccc43)c(N)n12,0.1%,-0.1,-6.5%,?,-3.3%,5.3%,-4.6
O=C(NCc1ccc(Cl)cc1)C(=O)Nc1nccs1,3.8%,0.6,-4.5%,?,11.8%,-21.6%,-15.0
Fc1cccc(Cl)c1CSc1nnc(CNc2ccccc2)o1,6.4%,17.2*,-2.3%,60.1%[activator],-0.1%,29.1%,19.9
COc1cccc(/C=N/NC(=O)c2cccc([N+](=O)[O-])c2)c1OS(=O)(=O)c1ccc(C)cc1,0.4%,1.9,3.0%,?,?,?,-6.9
O=C(C1=C[C@@H]2[C@H]3C(=O)N(c4ccccc4Cl)C(=O)[C@H]3[C@@H](C(=O)c3ccc(Cl)cc3)N2C=C1)c1ccccc1,-2.8%,-3.6,·,?,0.2%,?,10.2
CCCCNC(=O)/C(=C/c1ccccc1)NC(C)=O,-0.7%,-3.0,4.9%,?,16.5%,12.2%,-6.2
O=c1[nH]c2cc3c(cc2cc1CN(Cc1cccnc1)C(=S)NCc1ccco1)OCCO3,0.6%,1.4,-13.2%,48.8%[activator],?,?,12.8
CCc1ccc2nc(SCC(=O)N3CC(=O)Nc4ccccc43)c(C#N)cc2c1,4.4%,-2.1,4.7%,11.7µM*,4.47µM*,-6.6%,14.6
NS(=O)(=O)c1ccc(CNS(=O)(=O)Cc2ccc(Cl)cc2)cc1,-3.7%,-0.6,-4.1%,?,3.4%,17.9%,-11.1
CCOC(=O)CC(=O)COc1nc2cc3c(nc2o1)CCCC3,-26.2%,26.8*,?,3.5%,-5.6%,29.2%,90.6*
CCOC(=O)c1cnc2cc(-c3ccc(Br)cc3)nn2c1C,5.8%,21.9*,8.8%,13.1µM*,8.7%,46.4%[activator],84.8
CCOC(=O)Cc1nn(C(C)C)c(=O)c2ccccc12,0.2%,9.0,-3.9%,?,20.4%,-2.8%,9.8
COC(=O)c1cn(NC(=O)c2cnccn2)c(=O)c2ccccc12,1.7%,-2.1,-2.4%,-10.5%,?,9.28µM*,-17.2
# (list continues)
SMILES,LmPK inh,Cycloheximide cs,Tb PYK inh,Pf growth 96h,HCV inh,Pf growth 48h,Shiga toxin inh
O=C(CN1CCCC1c1cccs1)N1CCN(S(=O)(=O)c2cccc(F)c2)CC1 (configuration not stated),·,·,-10.3%,?,-18.9%,?,·
Cc1ccc(C)c(CNS(=O)(=O)c2c(C(=O)N3CCCC3)c(C)n(C)c2C)c1,1.5%,-2.1,-1.1%,?,31.9%[activator],?,-5.8
Cc1nn2c([nH]c(=O)c3ccccc32)c1C=O,-4.8%,-2.7,1.7%,11.7µM*,31.4%[activator],?,-8.9
CCN1C(=O)C2(SC(NC(C)=O)=NN2C(C)=O)c2cc(C)cc(C)c21 (configuration not stated),1.1%,-1.4,-9.2%,-1.9%,3.7%,2.1%,-5.0
CC(C)CNC(=O)COC(=O)c1ccc(Cl)c(S(=O)(=O)N2CCc3ccccc32)c1,2.0%,0.5,12.8%,7.9%,6.0%,-23.7%,-7.8
CCC(=O)Nc1ccc(C(=O)NNC(=O)Cc2ccccc2)cc1,-3.5%,-2.1,-5.5%,-2.8%,23.6%,14.3%,-5.7
O=C(N/C(=C/c1cccs1)C(=O)N1CCCCCC1)c1ccccc1,1.0%,3.6,0.9%,6.3%,15.5%,?,-0.9
CCN1CCN(C(c2cccs2)C(C)NC(=O)C(C)C)CC1 (configuration not stated),0.2%,-4.1,-1.3%,0.7%,12.3%,2.7%,-1.1
Cc1ccccc1C(=O)Nc1cccc(N)c1,1.3%,17.6*,-7.1%,·,?,31.8%[activator],30.5*
CCOc1ccc(CCNC(=O)Nc2cccc(OC)c2)cc1OCC,0.0%,3.1,4.8%,0.9%,?,?,11.2
Cn1nc(C(C)(C)C)cc1C(=O)NN1CCOCC1,-3.2%,-2.3,0.6%,8.9%,-1.7%,13.0%,-3.3
CC1(C)Cc2c(cnn2-c2ccccc2)C(=O)/C1=N\NC(=O)c1ccccc1N,8.7%,6.5,-18.9%,?,7.4%,·,-12.7
O=C1CCc2cc(S(=O)(=O)NC(Cc3ccccc3)C(=O)NCC3CCCO3)ccc2N1 (configuration not stated),4.1%,9.1,-7.3%,28.8%,5.8%,·,12.2
CC(C)NC(=O)c1cc2cc([N+](=O)[O-])ccc2s1,0.9%,-4.5,-11.1%,-1.6%,-17.4%,18.1%,-19.1
CC(NC(=O)c1ccncc1)c1ccc(Cl)cc1Cl (configuration not stated),1.4%,-6.2,3.2%,7.3%,-3.1%,-0.7%,-10.2
CC1CC(C)CN(S(=O)(=O)c2ccc3c(c2)oc(=O)n3CC(=O)NCc2cccnc2)C1 (configuration not stated),2.9%,-1.8,-10.1%,10.4µM*,-15.9%,?,-12.8
O=C(C1CCN(S(=O)(=O)c2cccc3cccnc23)CC1)N1CCN(c2ccc(Cl)cc2)CC1,8.2%,-5.8,-11.6%,-25.3%,11.2µM*,·,-3.8
CCC(=O)N(C)CCc1cc2c(c(OC)c1/C=N/NS(=O)(=O)c1ccc(C)cc1)OCO2,0.7%,1.0,0.3%,22.0%,?,6.8%,-5.9
Cc1cccc(CCNS(=O)(=O)c2ccc(S(=O)(=O)N3CCCCC3)cc2)c1,-5.2%,9.2,-0.6%,·,9.4%,7.4%,-26.4
Cc1ccc(C(CNS(=O)(=O)c2ccc([N+](=O)[O-])cc2)N2CCN(C)CC2)cc1 (configuration not stated),·,·,-4.7%,?,11.2µM*,?,·
CCCNC(=O)NC(=O)CN1CCCC1c1ccc2c(c1)OCCO2 (configuration not stated),-3.7%,11.4,-14.2%,-0.3%,-6.8%,-0.7%,-1.8
COC(=O)C1CCN(CCCOc2ccc(CN3CCN(c4ccc([N+](=O)[O-])cc4)CC3)cc2)CC1,2.5%,-1.3,0.8%,?,10.5%,?,11.7
CS(=O)(=O)Nc1ccc(C(=O)N2CCCCC2)cc1,3.8%,-1.8,1.8%,·,1.3%,19.9%,1.2
O=S(=O)(c1cccc(S(=O)(=O)N2CCC(Cc3ccccc3)CC2)c1)N1CCOCC1,-4.6%,2.6,6.6%,?,-15.0%&6.9%,-28.4%,-3.9
Cc1ccnc2nc(C(=O)OCC(=O)Nc3ccc([N+](=O)[O-])cc3Br)nn12,·,·,-4.9%,-13.1%,15.1%,?,·
# Going on with the list.
SMILES,LmPK inh,Cycloheximide cs,Tb PYK inh,Pf growth 96h,HCV inh,Pf growth 48h,Shiga toxin inh
OCC1(CCOc2ccccc2)CCN(CCCn2cccn2)CC1,5.0%,-2.1,-3.9%,10.4µM*,10.4%,40.2%[activator],4.3
O=C(c1ccc(OC2CCN(Cc3ccccn3)CC2)cc1)N1CCCC(O)C1 (configuration not stated),7.5%,-2.7,-21.0%,?,23.2%,13.9%,1.5
Cc1cccc(OCCCC(=O)Nc2nccs2)c1,-1.5%,0.7,-8.0%,·,?,?,-9.2
O=C(CNC(=O)c1cnccc1C(F)(F)F)c1cccc(Cl)c1,5.9%,1.7,-18.5%,-7.4%,15.2%,?,2.7
CN1CCN(c2ccc(S(=O)(=O)N3CCCCC3)cc2NC(=O)COc2ccc([N+](=O)[O-])cc2)CC1,·,·,-1.7%,?,?,?,·
C=C(C)C(=O)Nc1ccc(NC(C)C)cc1,-16.1%,0.1,-15.8%,39.9%[activator],-8.5%,55.2%[activator],39.4
CCOc1ccc(C(=O)COC(=O)c2cc(=O)[nH]c3ccccc23)cc1,·,·,-1.2%,-7.8%,8.5%,13.4%,·
CCc1noc(C)c1C(=O)N1CCCSC1=Nc1ccccc1,·,·,-3.5%,37.1%[activator],13.1%,?,·
COc1cccc(CNC(=O)C2CCN(C(=O)N3CC(C)Oc4ccccc43)CC2)c1 (configuration not stated),-1.4%,-2.2,-1.1%,?,?,?,4.8
COCCN(C(=O)COc1ccccc1)c1nnc(-c2cccnc2)s1,-0.7%,-1.2,7.2%,15.8%,9.2%,10.2%,-8.3
CCCCCCCCNC(C)C(O)c1ccc(SC(C)C)cc1 (configuration not stated),5.2%,-2.0,2.5%&-9.8%,0.928µM*!,-4.1%[8.37 µM],1.85µM*,-7.6
CCOC(=O)c1csc(NC(=O)c2ccc(OCC)cc2)n1,1.3%,38.1*,5.3%,467.8%,2.51µM*,i,94.5*
COc1ccc(C(=O)Nc2ccccc2C(=O)N2CCOCC2)cc1,-5.6%,-5.2,-5.8%,-18.5%,1.9%,13.9%,-8.5
